# Bioassay records from PubChem BioAssay.
# OX1R antag-1 – antagonists of human orexin 1 receptor (OX1R); Orexin/Hypocretin receptor type 1 (Homo sapiens), O43613; OX1R-expressing cells, FRET antagonist read-out; inhibition, % at 6.6 µM; actives 1.8% (n = 330,000); AID 485270, 2010; in the data active = inhibition mostly above about 38%, no sharp cut-off; inactive = mostly below about 40%;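 also: 0% = agonist challenge alone and 100% = reference antagonist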
# Target sequence (O43613 whole entry, looked up): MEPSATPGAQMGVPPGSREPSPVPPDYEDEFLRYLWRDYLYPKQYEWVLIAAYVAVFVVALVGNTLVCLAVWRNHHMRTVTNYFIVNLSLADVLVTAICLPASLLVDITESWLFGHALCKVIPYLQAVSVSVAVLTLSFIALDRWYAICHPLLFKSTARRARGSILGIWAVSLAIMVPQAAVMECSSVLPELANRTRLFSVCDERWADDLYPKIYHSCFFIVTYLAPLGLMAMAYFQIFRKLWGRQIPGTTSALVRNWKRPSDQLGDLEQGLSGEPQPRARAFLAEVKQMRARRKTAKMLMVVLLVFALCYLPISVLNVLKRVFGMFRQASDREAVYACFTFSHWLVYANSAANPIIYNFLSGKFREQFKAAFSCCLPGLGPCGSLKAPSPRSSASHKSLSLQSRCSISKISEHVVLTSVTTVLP
# OX1R antag-2 – OX1R (HCRTR1) antagonists, primary screen, fluorescence, CHO/OX1R cells, Fluo-8 calcium, orexin A; Orexin/Hypocretin receptor type 1 (Homo sapiens), O43613; actives 0.43% (n = 330,000); inhibition, % at 5 µM; Fluo-8 calcium fluorescence; AID 434989, 2010;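 active = inhibition above its plate's threshold, mean inhibition of all tested compounds on the plate plus 3 SD, cut at about 37% in these data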;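 also: 0% = orexin A challenge wells and 100% = SB-334867-A antagonist wells; not every result past the cut was called active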
# CHT PAM – CHT positive allosteric modulators, primary screen, cell-based, membrane potential dye, choline EC20; CHT-expressing cells; hits give high values; LV-AA mutant CHT in HEK293 cells; actives 0.49% (n = 310,000); B-score at 10 µM; AID 488977, 2010;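 active = initial fluorescence not abnormally high and integrated response B-score, plate-corrected, over 3 SD above library mean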
# Target sequence (Q9GZV3 whole entry, looked up): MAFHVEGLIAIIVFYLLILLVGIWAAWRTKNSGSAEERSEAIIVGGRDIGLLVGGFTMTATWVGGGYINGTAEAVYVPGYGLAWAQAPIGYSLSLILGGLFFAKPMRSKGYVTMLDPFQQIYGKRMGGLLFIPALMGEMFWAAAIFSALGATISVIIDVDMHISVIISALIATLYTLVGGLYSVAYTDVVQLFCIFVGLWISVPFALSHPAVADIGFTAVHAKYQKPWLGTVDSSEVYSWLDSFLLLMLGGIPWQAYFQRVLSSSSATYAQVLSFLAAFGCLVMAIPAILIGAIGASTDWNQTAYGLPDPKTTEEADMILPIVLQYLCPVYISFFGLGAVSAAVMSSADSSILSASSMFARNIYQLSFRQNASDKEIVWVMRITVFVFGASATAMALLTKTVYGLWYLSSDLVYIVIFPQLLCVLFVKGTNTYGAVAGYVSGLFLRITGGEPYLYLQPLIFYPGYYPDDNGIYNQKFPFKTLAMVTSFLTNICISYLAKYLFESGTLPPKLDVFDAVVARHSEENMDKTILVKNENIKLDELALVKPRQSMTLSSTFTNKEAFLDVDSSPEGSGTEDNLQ
# * = called active by the depositor; i = inactive; . = no result given. This is a random part of the collection; about 2.5% have a hit in one of these screens.
structure | CHT PAM | OX1R antag-2 | OX1R antag-1
COc1ccc(Cl)cc1NC(=O)CN1C(=O)CC(C)S(=O)(=O)c2ccccc21 (centres undefined) | i | -35 | 12
O=C(N=Nc1c(O)[nH]c2ccccc12)c1ccc2c(c1)OCO2 | i | -2 | 39
CCn1c(Cc2ccccc2)nnc1SCC(=O)OC(C)C | i | -9 | -6
CCCC(=O)NC(c1cccs1)c1cc([N+](=O)[O-])c2cccnc2c1O (centres undefined) | i | -22 | 19
Cc1cc(O)ccc1Nc1nc2ccccc2nc1Nc1ccc(O)cc1C | i | -5 | 7
CCCCCC(=O)O/N=C(\C)c1ccn(S(=O)(=O)c2ccccc2)c1 | i | -1 | -8
Cn1c(SCC(=O)Nc2sccc2C#N)nnc1C1CC1 | . | -12 | -1
O=C(NNC(=O)c1ccc(Cl)c(Cl)c1)c1cccnc1 | i | -14 | 10
CCCN1CCC(=O)N([C@H](CN=[N+]=[N-])Cc2ccccc2)CC1 | i | -28 | 32
CCCCOC(=O)Nc1ccc(S(=O)(=O)Nn2cnnc2)cc1 | i | -3 | 0
O=S(=O)(N1CCCCC1)n1nnc2ccccc21 | i | -24 | 7
CCOC(=O)C(CSCc1ccccc1)NC(=O)OC(C)(C)C (centres undefined) | i | -26 | 1
Cc1ccccc1CS(=O)(=O)Cc1ccc(C(=O)NC2CCCCC2)o1 | i | -7 | 6
Cn1nnnc1SCC(=O)N1CCN(S(=O)(=O)c2ccccc2)CC1 | i | -8 | 1
COc1ccc(Nc2cc(Sc3ccc(OC)cc3)ncn2)cc1 | i | -26 | 10
O=C1c2cccnc2C(=O)N1Cc1ccc(F)cc1 | i | -17 | 7
COc1c(OC)c(O)c2c(=O)c(O)c(-c3ccccc3)oc2c1OC | i | 8 | 57*
CCCN1CCC(Oc2cccc(C(=O)NCCc3ccccc3)c2)CC1 | i | -25 | 14
COc1cccc(C(C#N)N2N=C(C)CC2(C)C)c1O (centres undefined) | i | -11 | 1
CCCCc1cc(=O)oc2c(C)c(OCC(=O)N3CCC(C(=O)O)(c4ccccc4)CC3)ccc12 | i | -22 | 9
O=C1c2ccccc2C(=O)N1CCCCON1C(=O)c2ccccc2C1=O | i | -1 | 16
CCOC(=O)N1CCc2c(sc3nc4n(c(=O)c23)N=C(c2ccc(OC)cc2)CS4)C1 | i | -34 | 4
Cc1nc(NC(=S)NC(=O)c2cccs2)ccc1Br | i | -3 | 43
CCN1CC(CN(C)Cc2nc(-c3ccco3)oc2C)CC1=O (centres undefined) | i | -26 | 3
COc1cc(OC)c(NC(=O)c2ccc(Br)o2)cc1Cl | i | -8 | 82*
CCn1c(=O)n(CC(=O)Nc2ccc(F)cc2)c(=O)c2ccccc21 | i | -21 | 8
CCOC(=O)c1ccc(Oc2c(C)oc3cc(OS(C)(=O)=O)ccc3c2=O)cc1 | i | -17 | 20
Cc1ccccc1Cn1nc(C)c(NC(=O)C(F)(F)F)c1C | i | -17 | 15
CC(OC(=O)c1ccc(NS(=O)(=O)c2ccc3[nH]c(=O)[nH]c3c2)cc1)C(=O)Nc1cccc(Cl)c1Cl (centres undefined) | i | -3 | -6
Cc1nc2ccccc2c(=O)n1-c1ccc(NS(=O)(=O)c2ccccc2)cc1 | i | -10 | 13
Cc1sc2ncnc(NCc3cccnc3)c2c1C | i | -19 | 21
CCOC(=O)N1CCN(C(=O)COc2ccc(Cl)c(C)c2)CC1 | i | -14 | 7
CCOC(=O)c1ccc(/C=C2/C=C(c3ccccc3)N(c3ccc(Cl)c(C(=O)O)c3)C2=O)cc1 | i | -4 | 11
Cc1nn(CC(=O)N2CCCc3ccccc32)c(C)c1[N+](=O)[O-] | i | -29 | 18
COC(=O)[C@@H]1CC[C@H](C)[C@@H](c2ccc(C)cc2)N1C(=O)c1ccc(/C=N/OCC[C@@H]2C=C[C@H](OC(C)=O)[C@@H](COC(C)=O)O2)cc1 | i | -7 | -1
CCOC(=O)c1sc2ncn(/N=C/c3ccc(O)cc3)c(=O)c2c1C | i | -12 | 27
COC(=O)c1ccc(/C=N/NC(=O)c2ccccc2Cl)cc1 | i | 3 | 8
O=S(=O)(c1ccccc1)N(Cc1ccccc1)c1ccccn1 | i | -28 | 17
CCS(=O)(=O)C(=C1Nc2ccccc2N1)S(=O)(=O)CC | i | -2 | 7
Cc1cc(NN)nc(NS(=O)(=O)c2ccccc2Cl)n1 | i | -29 | 18
COc1ccc(/C=C2\SC(=N)N(c3nccs3)C2=O)cc1OC | i | 28 | 73*
Cc1onc(-c2ccccc2)c1C(=O)OCC(=O)N(CC(C)C)c1c(N)n(Cc2ccccc2)c(=O)[nH]c1=O | i | -24 | 22
Cc1cc(C)c2c(N)c(C(=O)Nc3ncc(C)s3)sc2n1 | i | -14 | 51*
C/C(CC(=O)Nc1ccc2c(c1)OCCO2)=N\NC(=O)C(=O)Nc1ccccc1C | i | -17 | 11
O=C(COc1cccnc1[N+](=O)[O-])Nc1ccccc1Sc1ccccc1 | i | -27 | 18
N#Cc1ccc(C(=O)OCCCc2cc3ccccc3c(=O)o2)cc1 | . | 18 | 6
CCc1ccc(Cc2cnc(NC(=O)C3=NCCN3)s2)cc1 | i | -20 | 2
Cc1ccccc1CSCC(=O)c1c(N)n(CC(C)C)c(=O)n(C)c1=O | i | -20 | 24
COc1cccc2c(=O)n(CC(=O)N3CCCCC3)ccc12 | i | -5 | 3
COc1ccccc1NS(=O)(=O)c1cc(NC(=O)c2ccc(Cl)nc2)ccc1N1CCCC1 | . | -6 | 5
Cc1ccc(C(=O)OCC(=O)N2C(C)CCCC2C)cc1S(=O)(=O)N1CCOCC1 (centres undefined) | i | -15 | 20
Cn1cnnc1SCC(=O)N1N=C2/C(=C/c3ccco3)CCCC2C1c1ccco1 (centres undefined) | i | -28 | 19
CC(=O)Oc1ccccc1N(C(C)=O)S(=O)(=O)c1ccc(C)cc1 | i | 0 | 8
CCC(=O)c1ccc(OC(=O)Cc2ccc(OC)cc2)cc1 | i | -11 | 5
Fc1ccccc1-c1nc(-c2ccc(Br)o2)no1 | i | -24 | 10
CSc1ncc(Cl)c(C(=O)Nc2ccc(S(=O)(=O)N3CCOCC3)cc2)n1 | i | -13 | 11
CN(Cc1ccc(Cl)cc1Cl)C(=O)c1cccc(S(=O)(=O)N2CCN(c3ccccc3)CC2)c1 | i | -30 | 23
O=C(CCc1nc2ccccc2s1)Nc1ccccc1 | i | -23 | 14
COc1ccc2[nH]c3c(=O)n(CCCCC(=O)N4CCC(C(N)=O)CC4)c(=S)[nH]c3c2c1 | i | -12 | 7
O=C(CCn1cnnn1)N1CCCC(Nc2ccc(F)c(F)c2)C1 (centres undefined) | i | -1 | 22

# Next structures follow.
structure | CHT PAM | OX1R antag-2 | OX1R antag-1
O=C(N/N=C/c1ccc2c(c1)OCO2)c1sc2cccc(Cl)c2c1Cl | i | -9 | 12
CCC(=O)N1CCc2cc(OC)c(OC)cc2C1COc1ccc(F)cc1 (centres undefined) | i | -29 | 8
Cc1ccc(S(=O)(=O)N2CCN(C(=O)CCC(=O)NCCc3ccc(F)cc3)CC2)cc1 | i | -16 | 2
Clc1ccc(-c2nnc(N3CCOCC3)o2)cc1 | i | -20 | 14
CCOc1ccccc1C(=O)NC(C(=O)Nc1ccccc1N1CCOCC1)C(C)C (centres undefined) | i | -49 | 6
CC(=O)Nc1ccc(S(=O)(=O)NCCSCc2ccccc2Cl)cc1 | i | -12 | 23
CCOC(=O)C(C(=O)OCC)C1N=C(N)N=C2Oc3ccccc3N21 (centres undefined) | i | 20 | 13
C/C(=N\NC(=O)C12CCC(C)(C(=O)O1)C2(C)C)c1ccccc1O (centres undefined) | i | -10 | 13
COc1ccc(NCc2nnc(SCC(=O)Nc3ccc(OC)cc3)n2C)cc1 | i | -16 | 26
CC(C)(C)NC(=O)[C@]1(C)CCC[C@@]2(C)C3CC[C@@]4(C)C[C@]3(CCC21)CC4=O (some centres undefined) | . | 9 | 2
COc1ccc(NC(=S)N(CCCN2CCOCC2)Cc2cn(C)c3ccccc23)cc1 | i | -36 | 6
CC(NC(=S)Nc1ccc(S(=O)(=O)N2CCOCC2)cc1)C1CC2CCC1C2 (centres undefined) | i | -10 | 18
Cc1cc(=O)oc2c1ccc1ccccc12 | i | -10 | -1
O=c1c(C/C=C/c2ccccc2)c(O)nc2n1CCCS2 | i | -7 | 20
COc1ccc(S(=O)(=O)N2CCCCCC2)cc1N(C)S(=O)(=O)c1ccccc1 | i | -15 | 6
CCOC(=O)COc1cccc2c(=O)n(CC(=O)N3CCN(C(=O)OCC)CC3)ccc12 | i | 0 | 9
O=[N+]([O-])c1cc([N+](=O)[O-])c(Oc2ccc(Cl)c3cccnc23)cc1NN1CCCCC1 | i | -34 | 28
CN1CCN(CC(=O)NC2CCCCC2)CC1 | i | -1 | 11
COC(=O)CCCC(=O)N1CCCC(N(C)CCc2ccccc2)C1 (centres undefined) | i | -22 | 8
Cc1nnc(SCC(=O)NNC(=O)c2ccco2)n1-c1cccc(Cl)c1 | i | -22 | 8
CCCS(=O)(=O)c1nc(S(=O)(=O)c2ccc(C)cc2)c(NCc2ccco2)s1 | i | -11 | 16
CCCCn1c2c(c(=N)c3c1CCC3)CCC2 | 7.4* | -15 | 13
Cc1ccc(/C=C2\SC(=S)N(CCCC(=O)N3CCOCC3)C2=O)cc1 | i | -24 | 13
CC1CN(CCOCCSc2ccc(Cl)cc2)CC(C)O1 (centres undefined) | i | -29 | -8
CN(Cc1ccncc1)C1CC(=O)N(c2ccc(F)cc2)C1=O (centres undefined) | i | 1 | 8
CN(C(=O)CSc1nnc(Cc2ccccc2F)n1N)C1CCCCC1 | . | 0 | 6
CC(=O)[C@@]1(O)CC[C@H]2[C@@H]3CCC4=CC(=O)CC[C@]4(C)[C@H]3[C@@H](O)C[C@@]21C | i | 1 | 12
COc1ccc(CCC(=O)N2c3ccccc3CC2C)cc1 (centres undefined) | i | 1 | 14
O=C(NCCCN1CCOCC1)/C(=C/c1cccnc1)NC(=O)c1ccccc1 | i | -17 | 17
COC(=O)COc1ccc(S(=O)(=O)N2CCCCCC2)cc1 | i | 11 | 27
CCNC(=S)NNC(=O)c1cc(-c2cccc(OC)c2)nc2ccccc12 | i | -27 | 18
CCC1CCCCN1C(=O)CCS(=O)(=O)c1ccc2c(c1)CCN2C(C)=O (centres undefined) | i | -19 | 6
Cc1ccc(C(=O)COC(=O)c2ccc(O)cc2)cc1 | i | 0 | 7
CCN(CC)S(=O)(=O)c1ccc(C(=O)N2CCN(c3ncccn3)CC2)cc1 | i | -6 | 9
c1coc(-c2nnc3sc(C4CCCCC4)nn23)c1 | i | -11 | 12
CCOc1ccc(-c2nn3c(-c4ccc(F)cc4)nnc3s2)cc1 | i | 8 | 17
CCc1c(O)nc(SCC(=O)Nc2nc3ccccc3s2)n(-c2ccc(C)cc2)c1=O | i | -20 | -5
CC1(c2cccc(Br)c2)NC(=O)N(CC(=O)Nc2ccc3c(c2)OCCO3)C1=O (centres undefined) | . | -5 | 12
COc1ccc(C(=O)OCc2c(C)noc2C)cc1 | i | 4 | 11
Cc1ccc(NC2CCCN(C(=O)c3ccc(-n4ccnc4)cc3)C2)cc1C (centres undefined) | i | -19 | 7
N#C/C(=C\C=C\c1ccccc1)C(=O)NCc1cccnc1 | i | -4 | 31
CCC1Nc2ncnc(N3CCCCC3)c2N(Cc2ccc(Cl)cc2)C1=O (centres undefined) | . | -24 | 4
COCCNC(=O)c1ccc(C)c(NC(=O)C2=C(C)OCCS2)c1 | i | -1 | 7
COc1ccc(-n2c3c(cc(C(=O)NCc4ccco4)c2=O)C(=O)CC(C)(C)C3)cc1 | i | -22 | 14
O=C1CSC(=Nc2ccc(Cl)cc2)N1Cc1ccco1 | i | -18 | 13
Cn1c(=O)c2c(O)c(C=NCc3ccccc3)c(=O)n(C)c2n(C)c1=O | i | -16 | 7
Cc1cc(=O)n2nc(N3CCCC(C(=O)NCc4cccc(Br)c4)C3)sc2n1 (centres undefined) | i | -15 | 17
CC1CCc2sc(C(=O)NCC(c3ccco3)N3CCCCC3)cc2C1 (centres undefined) | . | -35 | 10
CCC(=O)NCCCCNC(=O)CC | i | -26 | 13
CCCNC(=O)CCn1c(=S)oc2ccccc21 | i | 1 | 3
CCOC(=O)C1CCN(Cc2coc3c(Cl)cc(Cl)cc3c2=O)CC1 | i | -11 | 7
CN(CC1CCOCC1)C(=O)CC1C(=O)NCCN1Cc1ccc(F)c(F)c1 (centres undefined) | i | -7 | 4
Cc1c(C(=O)NN)nn(-c2ccc(F)cc2)c(=O)c1C#N | i | -10 | 48*

# Random excerpt: 7 entries already listed.
structure | CHT PAM | OX1R antag-2 | OX1R antag-1
CC1CCc2sc(C(=O)NCC(c3ccco3)N3CCCCC3)cc2C1 (centres undefined) | . | -35 | 10
CCC1Nc2ncnc(N3CCCCC3)c2N(Cc2ccc(Cl)cc2)C1=O (centres undefined) | . | -24 | 4
N#C/C(=C\C=C\c1ccccc1)C(=O)NCc1cccnc1 | i | -4 | 31
CCOC(=O)C1CCN(Cc2coc3c(Cl)cc(Cl)cc3c2=O)CC1 | i | -11 | 7
Cc1cc(=O)n2nc(N3CCCC(C(=O)NCc4cccc(Br)c4)C3)sc2n1 (centres undefined) | i | -15 | 17
O=C1CSC(=Nc2ccc(Cl)cc2)N1Cc1ccco1 | i | -18 | 13
CCCNC(=O)CCn1c(=S)oc2ccccc21 | i | 1 | 3
